PPARg SRC-2 ag: agonists of SRC-2 recruitment by human PPARgamma; P37231; PPARgamma LBD-SRC-2 recruitment, biochemical; activation, % at 8 µM; actives 0.34% (n = 200,000); in the data active = activation above about 22%;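 also: 0% = vehicle and 100% = reference agonist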
ROMK mod: modulates human ROMK potassium channel activity; P48048; Tet-inducible ROMK, thallium flux fluorescence; actives lie on both sides; B-score at 10 µM; actives 2% (n = 130,000);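 active = signal ratio slope over the read window, or its plate-corrected B-score, at least 3 SD from the plate mean, either direction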;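 also: B-score of the F/F0 ratio slope over 7 to 12 s after thallium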
PPARg SRC-3 ag: PPARgamma-driven SRC-3 recruitment agonism; activation, % at 8 µM; biochemical PPARgamma/SRC-3 coactivator recruitment assay; AID 731; actives 0.26% (n = 200,000); in the data active = activation above about 23%;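 also: 0% = DMSO and 100% = reference agonist; some compounds past the cut are filed as inactive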
PPARg SRC-1 ag: agonists of human PPARgamma SRC-1 coactivator recruitment; actives 0.41% (n = 200,000); P37231; PPARgamma-SRC-1 coactivator recruitment biochemical assay; AID 631; activation, % at 8 µM; in the data active = activation above about 19%;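 also: 0% = DMSO and 100% = reference agonist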
S1P3 antag: blocks the human S1P3 receptor | inhibition, % at 4.98 µM | CHO S1P3 NFAT-BLA reporter, FRET fluorescence, antagonist mode | actives 0.27% (n = 170,000);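 active = inhibition above the plate cutoff, the mean inhibition of test wells on that plate plus 3 SD, cut at about 28% in these data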;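 also: cells challenged with S1P at its EC80 of 0.8 µM; blue over green emission ratio from cleaved BLA substrate after 4 h stimulation; 0% = S1P-stimulated wells and 100% = unstimulated DMSO-only wells; some compounds past the cut are filed as inactive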
TLR4 MyD88 comp: TLR4-MyD88 interaction inhibition in cells | HeLa CL3-4 TLR4/MyD88 BLA complementation, FRET ratio | inhibition, % at 8.4 µM | actives 0.18% (n = 200,000); in the data active = inhibition above about 25%;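 also: 0% = vehicle and 100% = reference inhibitor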
RAM network inh: blocks the yeast RAM network. S. cerevisiae dse1pr::URA3 reporter, 5-FOA growth OD615, 2 d; analog-sensitive cbk1-as2 kinase mutant strain. inhibition, % at 50 µM. actives 1.8% (n = 190,000). AID 868;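 active = inhibition above a set limit, 3 SD over mean compound inhibition, cut at about 8.4% in these data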;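 also: 0% = DMSO-only wells with no growth and 100% = 10 µM 1-NA-PP1 full growth; inhibition rescues growth on 5-FOA so higher OD means more RAM inhibition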
SRC2 TRFRET art: TR-FRET artefact, counter-screen to PPARgamma/SRC-2 agonist assay; active compounds read high; TR-FRET ratio at 8 µM; actives 0.4% (n = 200,000); in the data active = TR-FRET ratio above about 2000; also: inactives centre near 1500
STAT3 inh: inhibitors of IL-6 induced STAT3 signaling; inhibition, % at 5.5 µM; U3A cells, IL-6 STAT3-luciferase reporter, luminescence; host cell line lacks STAT1; AID 862; actives 0.89% (n = 190,000);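 active = inhibition above the mean inhibition across all screened compounds plus 3 SD, cut at about 44% in these data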;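 also: 0% = DMSO only wells and 100% = 100 µM nifuroxazide control wells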
STAT3 activator: increases IL-6 driven STAT3 reporter signal; actives 0.91% (n = 190,000); activation (% of control), % at 5.6 µM; U3A cells, IL-6 STAT3-luciferase reporter, luminescence; 100% = signal with IL-6 EC80 alone;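 active = activation above the screen-wide mean of compound activation plus 3 SD, cut at about 130% in these data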;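 also: 0% = background luminescence of wells with medium and substrate only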
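System – human U3A cells carrying STAT3-luciferase construct · Probe or stimulus – Interleukin-6, 33 ng/mL · Schedule – compound 1 h, then IL-6 6 h at 37 °C · Signal – luminescence from STAT3-driven luciferase reporter · Evaluation – percent of IL-6-only median luminescence · Benchmarks – IL-6-only high control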
STAT1 inh: inhibitors of IFN-gamma induced STAT1 signaling; actives 0.35% (n = 200,000); NIH 3T3 STAT1-luciferase reporter, luminescence; inhibition, % at 5.5 µM; AID 920;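 active = inhibition above a set limit, the mean inhibition across all tested compounds plus 3 SD, cut at about 34% in these data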;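 also: 0% = IFN-gamma with DMSO and 100% = IFN-gamma with 300 µM nifuroxazide; values of inactives mirror those of a sister screen read the other way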
Starred values were filed as active, the others as inactive; / = not tested or not shown.

SMILES | PPARg SRC-2 ag | ROMK mod | PPARg SRC-3 ag | PPARg SRC-1 ag | S1P3 antag | TLR4 MyD88 comp | RAM network inh | SRC2 TRFRET art | STAT3 inh | STAT3 activator | STAT1 inh
COC(=O)c1ccc(S(=O)(=O)N2CCCC2)o1 | 10 | / | 2 | -2 | 8 | -10 | 0.1 | 1669 | 0 | 104 | -2
CCN=C1SC(CC(=O)NCc2ccccc2)C(=O)N1CC (configuration not stated) | -4 | 0.16 | 0 | -6 | -23 | -5 | -1.1 | 1505 | -1 | 104 | -2
O=C(NCc1cn2ccsc2n1)Nc1ccc(Cl)cc1 | -4 | / | -2 | 3 | -9 | 16 | -0.3 | 1390 | 9 | 97 | -2
CCOC(=O)C1(CC2CC2)CCN(C(=O)c2ocnc2C)CC1 | 10 | 0.4 | 0 | 4 | 18 | -9 | 0.4 | 1621 | -4 | 107 | -33
CC1(C)Cc2c(sc3[nH]c(=S)[nH]c(=O)c23)CO1 | 12 | -0.14 | 11 | -1 | -7 | -3 | 0.8 | 1649 | 6 | 102 | -5
O=C(OCc1nnc(-c2ccccc2)o1)c1ccc2c(c1)OCCO2 | 1 | -2.5 | -2 | 13 | -30 | -16 | 3.8 | 1689 | 11 | 95 | -8
Cc1cc(NC(=O)CSc2nccn2-c2cccc(C)c2C)no1 | 3 | / | 7 | 7 | 22 | -2 | 1.9 | 1410 | 13 | 93 | 12
COc1ccc(CNC(=O)C2CCN(S(C)(=O)=O)CC2)c(OC)c1 | 8 | -0.39 | 5 | 1 | 1 | -25 | 2.4 | 1644 | 9 | 97 | 0
COc1cccc(C(=O)N2CCN(Cc3cc(Br)ccc3OC)CC2)c1 | 9 | / | 13 | -6 | / | 5 | 4.8 | 1558 | -4 | 104 | -2
O=C(COC(=O)CNC(=O)c1ccccc1F)NCC(F)(F)F | 4 | -0.62 | 3 | 9 | -17 | -14 | 3.2 | 1719 | 8 | 95 | 0
CCN(CC)S(=O)(=O)c1ccc(NC(=O)c2ccc(CN3CCOCC3)cc2)cc1 | -8 | / | 7 | -12 | / | 15 | -0.1 | 1443 | 66* | 47 | 11
O=C(Nc1ncccn1)C1c2ccccc2Oc2ccccc21 | -2 | / | -1 | -3 | -12 | 9 | 1.1 | 1449 | -2 | 104 | -5
COc1ccc(C(C)C)cc1S(=O)(=O)Nc1ccccn1 | -3 | 0.32 | 3 | -1 | / | 0 | 6.3 | 1556 | 10 | 92 | -5
Cc1ccc(C)n1-c1cc(S(=O)(=O)N2CCOCC2)ccc1N1CCCC1 | -1 | / | 12 | 7 | -22 | 9 | 1.5 | 1623 | -5 | 110 | 0
CCOC(=O)NNC(=O)c1ccc(Cl)cc1 | 10 | -0.0054 | 1 | 1 | / | -7 | 0.1 | 1574 | 8 | 99 | 1
Cc1cc(=O)oc(C)c1C(=O)N1CCc2c([nH]c3ccccc23)C1C(C)C (configuration not stated) | 0 | / | 4 | 2 | -6 | 11 | 4.0 | 1627 | 2 | 102 | -3
CC(=O)Nc1ccc(C(=O)N/N=C/C2CC3C=CC2C3)cc1 (configuration not stated) | -4 | 2 | 5 | -3 | 4 | -7 | -0.1 | 1591 | 8 | 99 | -2
CCOc1ccc(N(C(C)C(=O)N/N=C(\C)c2cccc(NC(=O)c3ccccc3)c2)S(C)(=O)=O)cc1 (configuration not stated) | -9 | / | -15 | 1 | / | -8 | -0.1 | 1506 | 12 | 93 | 1
O=C(Cn1cc2c(n1)CCCC2)N1CCCC1 | -3 | / | 0 | 13 | -11 | -1 | -0.2 | 1564 | 4 | 104 | 4
COCC(C)NC(=S)NCCc1ccc(Cl)cc1Cl (configuration not stated) | -17 | 0.16 | 1 | 4 | 14 | -14 | -0.1 | 1580 | 6 | 102 | -1
Cc1ccc(OCC(=O)Nc2ccc3c(c2)OCO3)cc1C | 3 | -0.28 | 5 | -8 | 10 | 9 | 1.0 | 1342 | 5 | 100 | -10
O=C(O)c1ccc(N=NN2CCCC2)cc1 | 4 | 0.77 | 4 | 2 | 1 | 1 | 2.8 | 1605 | 7 | 99 | -13
CC(NC(=O)c1ccc(Cl)s1)C1CCCO1 (configuration not stated) | 7 | / | 0 | 4 | / | 0 | 1.7 | 1464 | -7 | 107 | -6
CC(C)OC(=O)CSc1nnc2c(n1)[nH]c1ccc(F)cc12 | 4 | 0.58 | 0 | 5 | -15 | -3 | -1.5 | 1677 | 31 | 77 | 16
Cc1ccc(Nc2c(-c3ccco3)nc3ccccn23)cc1 | 17 | -1.4 | 3 | -5 | -2 | 1 | -0.5 | 1487 | 28 | 81 | -4
Cc1cc(C)n(Cc2ccc(C(=O)NCCC3=CCCCC3)o2)n1 | 3 | 0.4 | 7 | 4 | / | -1 | 1.5 | 1773 | 4 | 101 | -7
COc1ccccc1-c1nc(-c2ccc(Br)cc2)no1 | 5 | -0.32 | 1 | 5 | 12 | -6 | 4.1 | 1526 | -38 | 135* | -36
COC(=O)c1cccnc1NC(=S)NNC(=O)c1ccncc1 | 3 | -0.2 | 10 | 7 | / | 1 | 1.1 | 1577 | 1 | 99 | -2
CC(=O)N/N=C(\C)c1ccc2c(c1)OCCO2 | 7 | 0.63 | 4 | 12 | -2 | -5 | 0.6 | 1538 | -4 | 105 | -7
S=C(Nc1ccccc1Cl)N(CCCN1CCOCC1)Cc1ccco1 | -11 | -0.11 | -4 | -7 | 1 | -9 | 2.1 | 1368 | -5 | 102 | -3
CCN(C(=O)Cc1ccccc1OC)c1nnc(-c2ccncc2)s1 | 2 | 0.25 | 9 | 2 | / | -8 | 1.5 | 1391 | 1 | 105 | 16
CCOC1(C)OCC(=O)[C@]2(CCC3C4CCC5=CC(=O)C=CC5(C)C4C(=O)CC32C)O1 (some centres not stated) | 0 | 0.54 | -3 | -2 | 0 | 0 | 0.4 | 1626 | -1 | 101 | -11
CCOC(=O)Cc1csc(NC(=O)CSc2ccc(Br)cc2)n1 | 1 | -2.7* | 2 | -1 | 5 | -6 | 2.7 | 1653 | 7 | 92 | -5
COC(=O)c1ccc(CSc2nc3sc4c(c3c(=O)n2C)CCCC4)o1 | -1 | / | -7 | -1 | -11 | 6 | 7.4 | 1412 | 8 | 99 | -2
COc1cc(C2/C(=C(\O)c3cc(C)ccc3C)C(=O)C(=O)N2CCN(C)C)ccc1O (configuration not stated) | 0 | / | 1 | -4 | / | 2 | 2.7 | 1585 | 4 | 100 | 3
COc1ccc(/C=N/NC(=O)c2ccc(Cl)cc2)cc1COC(C)=O | 4 | 0.36 | 3 | 6 | -6 | 2 | 1.2 | 1658 | -5 | 103 | 1
COc1ccc2nc(N3C(=O)/C(=C/c4ccc(Cl)cc4)NC3=S)sc2c1 | 3 | / | -1 | 7 | 1 | -6 | 5.4 | 1533 | 7 | 96 | 7
NNc1cc([N+](=O)[O-])cc2c1C(=O)N(Cc1ccccc1)S2=O (configuration not stated) | 0 | 1.1 | 2 | -2 | -16 | -2 | 1.4 | 1671 | -2 | 107 | 4
Cc1ccc(SCCNC(=O)C(C)C)cc1 | 6 | / | -14 | 7 | 12 | 1 | 1.0 | 1653 | 0 | 100 | -7
COc1ccccc1CNC(=O)c1ccc(OCC2CCCO2)cc1 (configuration not stated) | -2 | / | 2 | 10 | -13 | -6 | 1.1 | 1431 | 2 | 98 | 4
COC(=O)c1cc(NS(=O)(=O)c2ccc(NCc3cccnc3)c([N+](=O)[O-])c2)cc(C(=O)OC)c1 | 3 | / | 4 | -3 | -5 | -3 | 4.3 | 1549 | -7 | 102 | -14
O=C(Nc1ccc(F)cc1)N(CCCN1CCOCC1)Cc1cc2cc3c(cc2[nH]c1=O)OCO3 | 6 | 0.72 | 0 | 2 | -16 | -7 | 3.6 | 1774 | 1 | 103 | 4
CC(C)(C)c1ccc(C(=O)NCC(=O)OCN2C(=O)c3ccccc3C2=O)cc1 | 4 | -0.33 | -9 | 4 | / | -8 | -0.4 | 1601 | -3 | 104 | 0
S=C(NCc1ccccc1)N1CCN(Cc2ccc3c(c2)OCO3)CC1 | 8 | 0.13 | 2 | 4 | -13 | -15 | 0.1 | 1779 | 9 | 97 | 0
COc1ccc(OCC(=O)N2CCN(c3nnc(-c4ccccc4)c4ccccc34)CC2)cc1 | 0 | / | 10 | 3 | -28 | 3 | -1.0 | 1469 | 31 | 80 | -1
Cc1cc(C)c(NC2=NS(=O)(=O)c3ccccc32)c(C)c1 | -4 | 0.081 | -1 | -1 | / | -9 | 0.9 | 1557 | 8 | 93 | 0
COc1ccc(S(=O)(=O)N(CC(=O)N2CCN(C)CC2)C2CCCCC2)cc1OC | -8 | -0.39 | 3 | 2 | -2 | 10 | -0.1 | 1432 | -2 | 106 | 6

A second format for part of the listing above.
compound	PPARg SRC-2 ag	ROMK mod	PPARg SRC-3 ag	PPARg SRC-1 ag	S1P3 antag	TLR4 MyD88 comp	RAM network inh	SRC2 TRFRET art	STAT3 inh	STAT3 activator	STAT1 inh
CC(C)(C)c1ccc(C(=O)NCC(=O)OCN2C(=O)c3ccccc3C2=O)cc1	4	-0.33	-9	4	/	-8	-0.4	1601	-3	104	0
COc1ccc(OCC(=O)N2CCN(c3nnc(-c4ccccc4)c4ccccc34)CC2)cc1	0	/	10	3	-28	3	-1.0	1469	31	80	-1
COc1ccc2nc(N3C(=O)/C(=C/c4ccc(Cl)cc4)NC3=S)sc2c1	3	/	-1	7	1	-6	5.4	1533	7	96	7
Cc1cc(C)c(NC2=NS(=O)(=O)c3ccccc32)c(C)c1	-4	0.081	-1	-1	/	-9	0.9	1557	8	93	0
O=C(Nc1ccc(F)cc1)N(CCCN1CCOCC1)Cc1cc2cc3c(cc2[nH]c1=O)OCO3	6	0.72	0	2	-16	-7	3.6	1774	1	103	4
